Source: PubChem (National Center for Advancing Translational Sciences (NCATS))
ELG1 DNA repair: ELG1-dependent DNA repair inhibition; HEK293T ELG1-luciferase reporter, luminescence, 16 h; DNA damage induced by 5-fluorouridine; Potency, µM (series often up to 46.1 µM), for inactives: at the highest dose activity change, negative = inhibition, usual class: inhibitors; actives 2.3% (n = 330,000); AID 504467; also: potency is read from the fitted curve at half-maximal effect; % is scaled to controls: 0 for no effect and ±100 for the full control effect; nearly all actives have a fitted effect of over 55% in size
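Step one: seed 2,000 cells per well. Step two: pin-transfer compound or DMSO alongside 5-fluorouridine. Step three: incubate 16 hr, 37 °C, 5% CO2. Step four: add ONE-Glo, wait 30 min, read luminescence.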
TRPV1 ag: human TRPV1 agonism; AID 540275; actives 0.19% (n = 320,000); Q8NER1; TRPV1-expressing cells, Fluo-8 calcium influx, agonist mode; activation, % at 8.33 µM; in the data active = activation above about 80%; inconclusive = between about 30% and that limit; also: 0% is about no effect
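Cells expressing TRPV1 were dye-loaded with Fluo-8 and read kinetically: 10 s baseline, 3 min after compound (agonist portion), then 2 min after EC20 capsaicin (allosteric enhancer portion). Calcium-bound dye fluorescence at 480/520 nm.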
NPC1 prom act: activates the NPC1 promoter | Potency, µM (top dose mostly 9.22 µM), inactives show at the highest dose activation, actives largely listed as activators | Huh7 NPC1 promoter luciferase reporter, 24 h | actives 2.4% (n = 320,000) | AID 485313;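 also: potency is read from the fitted curve at half-maximal effect; % of control where 0% means no effect; nearly all actives have a fitted effect of over 60% in size; reporter is driven by a mutant NPC1 promoter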
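Quantitative HTS used a cell-based reporter: Huh7 cells stably bearing the NPC1 promoter upstream of luciferase were treated with compounds for 24 h, and promoter activation was read as luminescence.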
Tb PFK inh: T. brucei PFK enzyme inhibition; O15648; T. brucei PFK, ADP-Glo luminescence; Potency, µM (titrated, usually from 57.5 µM), for inactives: at the top dose activity, negative = inhibition, hits mostly inhibitors; actives 0.17% (n = 330,000); AID 485367;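 also: potency is read from the fitted curve at half-maximal effect; 0% = uninhibited 1x PFK enzyme wells and -100% = no-enzyme wells; nearly all actives have a fitted effect of over 60% in size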
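1.25 nM PFK with 0.5 mM F6P and 0.1 mM ATP in 0.1 M TEA pH 8.0, 5 mM MgCl2, incubated 45 min at room temperature; ADP measured by ADP-Glo luminescence; compounds titrated up to 57 uM.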
FLuc counter: inhibits or activates purified firefly luciferase, miR-21 counter-screen. P08659. purified FLuc, Km substrates, luminescence inhibition. Potency, µM (doses to about 57.5 µM), for inactives: top-dose activity change, negative = inhibition, usual class: inhibitors. actives 6.9% (n = 360,000). AID 588342;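 also: potency is read from the fitted curve at half-maximal effect; plate controls were vehicle for no effect and reference inhibitor for full effect; nearly all actives have a fitted effect of over 55% in size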
Target sequence (P08659 whole entry, looked up): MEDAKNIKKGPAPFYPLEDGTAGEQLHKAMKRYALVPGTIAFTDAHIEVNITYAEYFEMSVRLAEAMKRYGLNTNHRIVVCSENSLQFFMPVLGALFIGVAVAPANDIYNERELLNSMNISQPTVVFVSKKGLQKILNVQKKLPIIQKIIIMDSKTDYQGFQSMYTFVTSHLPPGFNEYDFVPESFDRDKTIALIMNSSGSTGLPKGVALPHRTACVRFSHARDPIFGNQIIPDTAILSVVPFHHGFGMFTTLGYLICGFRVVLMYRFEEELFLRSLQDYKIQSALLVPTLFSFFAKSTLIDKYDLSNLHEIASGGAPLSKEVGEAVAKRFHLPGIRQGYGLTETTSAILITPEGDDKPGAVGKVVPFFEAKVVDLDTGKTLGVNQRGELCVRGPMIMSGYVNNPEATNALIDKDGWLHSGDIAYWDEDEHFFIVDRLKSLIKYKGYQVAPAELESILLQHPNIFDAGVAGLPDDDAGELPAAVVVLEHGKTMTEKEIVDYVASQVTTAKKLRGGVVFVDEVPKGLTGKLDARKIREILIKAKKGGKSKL
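Purified P. pyralis luciferase, 10 nM final, with Km-level 10 uM D-luciferin and 10 uM ATP in 50 mM Tris acetate pH 7.5, 10 mM Mg acetate, 0.01% Tween-20, 0.05% BSA; 6-point qHTS titration about 60 µM downward; luminescence read.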
RORg inh: blocks mouse ROR gamma transcriptional activity | Potency, µM (top dose mostly 53.6 µM), without a hit: at the highest dose activity change, negative = inhibition, actives largely listed as inhibitors | Drosophila S2 Gal4-RORgamma UAS-luciferase reporter, 20 h | actives 5.4% (n = 310,000) | P51450; also: potency is read from the fitted curve at half-maximal effect; % is scaled to controls: 0 for no effect and ±100 for the full control effect; nearly all actives have a fitted effect of over 60% in size
Target sequence (P51450 whole entry, looked up, the tested form may be a part): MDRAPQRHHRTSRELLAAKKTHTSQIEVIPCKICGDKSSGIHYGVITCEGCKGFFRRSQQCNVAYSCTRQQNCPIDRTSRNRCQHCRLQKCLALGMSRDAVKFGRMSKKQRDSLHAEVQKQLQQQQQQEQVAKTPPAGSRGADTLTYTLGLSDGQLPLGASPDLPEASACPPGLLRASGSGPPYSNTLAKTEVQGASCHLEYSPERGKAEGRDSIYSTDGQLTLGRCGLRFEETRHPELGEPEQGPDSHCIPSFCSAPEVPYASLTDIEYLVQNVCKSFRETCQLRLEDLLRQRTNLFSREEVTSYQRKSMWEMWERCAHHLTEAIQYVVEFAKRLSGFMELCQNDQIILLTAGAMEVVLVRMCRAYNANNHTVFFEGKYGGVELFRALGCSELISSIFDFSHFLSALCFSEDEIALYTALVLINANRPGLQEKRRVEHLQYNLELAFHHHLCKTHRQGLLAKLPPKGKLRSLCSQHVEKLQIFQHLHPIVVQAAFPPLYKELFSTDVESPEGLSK
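Stably transfected Drosophila Schneider cells are the test system, with ROR gamma fused to Gal4 and luciferase under UAS control; luminescence is read after 20 hr of 700 uM copper sulfate induction at ambient temperature.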
ELG1 genotoxic: genotoxicity induction in ELG1-luciferase HEK293T cells | Potency, µM (titrated, usually from 46 µM), for the others: top-dose activity change, positive = activation, most hits filed as activators | AID 504466 | actives 1.3% (n = 330,000) | HEK293T ELG1-luciferase reporter, luminescence, 16 h; also: potency is read from the fitted curve at half-maximal effect; % of control where 0% means no effect; nearly all actives have a fitted effect of over 60% in size
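After overnight (16 hr) compound treatment at 37 °C, ELG1-luciferase HEK293T cells were lysed with ONE-Glo; luminescence quantified 30 min later at room temperature.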
BRCA1 expr act: BRCA1 expression activation | MCF7-BRCA1-FFLuc reporter, luminescence, 48 h; response scale: scaled: vehicle 0%, 10 µM genistein 100% | Potency, µM (titrated, usually from 46.1 µM), for the others: at the top dose activation, hits mostly activators | actives 1.1% (n = 380,000) | AID 624202; also: potency is read from the fitted curve at half-maximal effect; nearly all actives have a fitted effect of over 80% in size; some results filed as inactive show a strong effect at the top dose
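48 h compound treatment of MCF7-BRCA1-FFLuc cells (phenol-red free MEM, 37 °C), then 15 min with luciferase substrate and luminescence imaging.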
VP16 counter: counter-screen for ROR gamma inhibitors: Gal4-VP16 reporter. Potency, µM (doses to about 53.6 µM), inactives show at the top dose activity, negative = inhibition, hits mostly inhibitors. Drosophila S2 Gal4-VP16 UAS-luciferase, luminescence, 20 h. actives 3.5% (n = 310,000);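 also: Gal4-VP16 expression switched on by copper sulfate through the metallothionein promoter; potency is read from the fitted curve at half-maximal effect; % is scaled to controls: 0 for no effect and ±100 for the full control effect; nearly all actives have a fitted effect of over 50% in size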
Rab9 prom act: activates the Rab9 promoter; AID 485297; Potency, µM (series often up to 9.22 µM), without a hit: at the top dose activation, negative = inhibition, most hits filed as activators; Huh7 Rab9 promoter-luciferase reporter, luminescence, 24 h; actives 2.8% (n = 320,000); also: potency is read from the fitted curve at half-maximal effect; % of control where 0% means no effect; nearly all actives have a fitted effect of over 60% in size
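Luminescence read-out: Huh7 cells stably expressing Rab9-luciferase, treated 24 h with compound at 37 °C, then lysed with luciferase reagent for 10 min at ambient before reading.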
p53 reactivation: mutant p53 re-activation in reporter cells; H1299 p53-A138V BP100-luciferase reporter, luminescence, 24 h; Potency, µM (series often up to 92.2 µM), for the others: at the top dose activity change, positive = activation, most hits filed as activators; actives 0.063% (n = 320,000); AID 504706; also: potency is read from the fitted curve at half-maximal effect; % of control where 0% means no effect; nearly all actives have a fitted effect of over 45% in size
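p53-null H1299 cells stably carrying temperature-sensitive p53-A138V and a BP100-luciferase reporter were pinned with compounds (4-point, 1:5 series) and held 24 hrs at 37 deg C. Luminescence was read 10 min after detection reagent.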
An asterisk follows results filed as active; u = inconclusive; x = not tested or not shown; [ ] = dose if it differs, or a comment. Unless noted, calls follow the shape of the dose curve; as a rule, active = well fitted curve in the direction sought with a large enough effect; inconclusive = small, poorly fitted or top-dose-only effect, or another doubt; inactive = no such curve, though single readings can be large; an effect the other way counts as inactive or inconclusive. Hits appear at their usual frequency. About 15% of those tested had a hit in this group.

SMILES | ELG1 DNA repair | TRPV1 ag | NPC1 prom act | Tb PFK inh | FLuc counter | RORg inh | ELG1 genotoxic | BRCA1 expr act | VP16 counter | Rab9 prom act | p53 reactivation
COc1ccccc1C(=O)C1CCCN(C(=O)c2ccc3c(c2)OCCO3)C1 (stereo not given) | 0% | 1 | 0% | -1% | -8% | 4% | 1% | -3% | -12% | 14% | -3%
CCN1CCN(C(=O)c2cc(=O)c3cc(C)ccc3o2)CC1 | 12% | 1 | 1% | 5% | 0% | 2% | -1% | -2% | 8% | 5% | -2%
Cc1cccc(NC(=O)c2cc(-c3ccco3)nc3ccccc23)n1 | u | 15 | -2% | 3% | u | -5% | -14% | -12% | 5% | -9% | 13%
COc1ccc(N(CC(=O)NCCc2ccccc2)C(=O)c2csnn2)cc1OC | 17% | 0 | 1% | 0% | 1% | -14% | 4% | -12% | 3% | -3% | -4%
O=C1C2C3c4ccccc4C(c4ccccc43)C2C(=O)N1Cc1ccco1 (stereo not given) | u | 22 | -1% | -2% | -2% | u | -13% | 3% | 0% | -13% | -4%
NS(=O)(=O)c1ccc(CCNC2CC(=O)N(Cc3ccccc3)C2=O)cc1 (stereo not given) | -2% | 9 | -2% | -1% | 1% | -151% | 2% | 13% | 3% | -7% | 9%
CCN(CC)CCCNC(=S)N(Cc1cccnc1)Cc1cc2cc(C)ccc2[nH]c1=O | 14% | -1 | 3% | -1% | -3% | 5% | 1% | -3% | -13% | -5% | -7%
CCOC(=O)C1CCCN(C(=O)c2cc3c(-c4cccc(OC)c4)nn(C)c3s2)C1 (stereo not given) | 12µM* | 22 | -10% | -9% | 3% | 15%[0.365 µM] | -27% | -39% | x | -10% | -24%
CN(CC(=O)Nc1ccc(Cl)cc1F)C1CCS(=O)(=O)C1 (stereo not given) | 5% | 0 | -2% | 7% | 4% | x | 3% | 16% | x | -1% | -7%
Cc1cc(C)cc(OCC(=O)OCC(=O)NC2CCCCCC2)c1 | u | 14 | -2% | 6% | 5% | x | 1% | -5% | x | -4% | 11%
C#CCOCCOCCOCCNc1nc(N2CCN(C(=O)[C@H](CCC(=O)O)n3cc(C(N)CC(C)C)nn3)CC2)nc(N2CCN(C(=O)[C@H](CCC(=O)O)n3cc(C(N)[C@H](C)CC)nn3)CC2)n1 (stereo not given in full) | 9% | -3 | 1% | 0% | -1% | -29% | 2% | 0% | -1% | 0% | 1%
CCOc1ccccc1-c1noc(CCC(=O)NC2CCCCC2)n1 | -5% | 0 | -3% | 0% | 2% | -13% | -1% | -2% | 4% | -3% | -3%
c1ccc2nc(SCc3cn4ccccc4n3)cnc2c1 | u | 8 | u | 0% | u | u | 2% | u | u | u | -3%
Cc1cc(=O)[nH]c2c(N=Nc3ccc(O)cc3)c(N)nn12 | u | 0 | 0% | 5% | u | u | -11% | 26% | u | -4% | 0%
CC(C)(C)OC(=O)C1C(=O)CC(C)(O)C(C(=O)OC(C)(C)C)C1c1ccco1 (stereo not given) | -15% | 6 | -5% | -2% | 0% | -20% | 0% | -51% | -3% | -4% | -6%
CC(C)(C)S(=O)(=O)c1cnc2c(S(=O)(=O)c3ccccc3)cnn2c1N | -13% | -1 | -1% | 5% | -1% | -16% | -4% | 0% | 5% | -3% | 0%
Cc1cc(NC(=O)CSCc2ccccc2C)no1 | -21% | 11 | -5% | 1% | -1% | 8% | -5% | -4% | 18% | -4% | 0%
CN(C)S(=O)(=O)c1ccc(Cl)c(NC(=O)COC(=O)/C=C/c2ccco2)c1 | 2% | 3 | -2% | -14% | -18% | -1% | -1% | -3% | 23% | 2% | -1%
CN(C)CCNc1ncnc2oc(-c3ccccc3)c(-c3ccccc3)c12 | -1% | 4 | -1% | 0% | -1% | u | 6% | -11% | -3% | 6% | 2%
CCCNc1nc(C)cc(-c2cc(C(=O)NCc3ccccc3)on2)n1 | 3% | u | 1% | -15% | 1% | 0% | 7% | -8% | -13% | -11% | -2%
Cc1ccc(SCc2[nH]nc3c2C(c2ccco2)C(C#N)=C(N)O3)cc1 (stereo not given) | 1% | 2 | -2% | -5% | -1% | -79% | 2% | -2% | u | -4% | 0%
CCOC(=O)C1CCN(C(c2cc3c(C)ccc(C)c3[nH]c2=O)c2nnnn2C2CCCCC2)CC1 (stereo not given) | u | 4 | -4% | 7% | 1% | 17% | -8% | -1% | 6% | -5% | -6%
Cc1ccc(-c2nnc(Nc3ccc(CC(N)=O)cc3)c3ccccc23)cc1S(=O)(=O)NCCO | 1% | 2 | 1% | 2% | u | -11% | -3% | 0% | 0% | 0% | x
COc1ccc(Br)cc1/C=N/NC(=O)C(c1ccncc1)N1CCOCC1 (stereo not given) | -16% | -1 | 0% | 0% | 0% | -11% | -2% | -1% | 2% | -4% | -1%
O=C(CCN1CCN(c2ccc([N+](=O)[O-])cc2)CC1)c1ccc(Cl)cc1 | 6% | 1 | 3% | -23% | 0% | u | 0% | -18% | u | 3% | 2%

6 compounds drawn at random from the list so far:
SMILES | ELG1 DNA repair | TRPV1 ag | NPC1 prom act | Tb PFK inh | FLuc counter | RORg inh | ELG1 genotoxic | BRCA1 expr act | VP16 counter | Rab9 prom act | p53 reactivation
COc1ccccc1C(=O)C1CCCN(C(=O)c2ccc3c(c2)OCCO3)C1 (stereo not given) | 0% | 1 | 0% | -1% | -8% | 4% | 1% | -3% | -12% | 14% | -3%
CCCNc1nc(C)cc(-c2cc(C(=O)NCc3ccccc3)on2)n1 | 3% | u | 1% | -15% | 1% | 0% | 7% | -8% | -13% | -11% | -2%
CCN(CC)CCCNC(=S)N(Cc1cccnc1)Cc1cc2cc(C)ccc2[nH]c1=O | 14% | -1 | 3% | -1% | -3% | 5% | 1% | -3% | -13% | -5% | -7%
CCOC(=O)C1CCN(C(c2cc3c(C)ccc(C)c3[nH]c2=O)c2nnnn2C2CCCCC2)CC1 (stereo not given) | u | 4 | -4% | 7% | 1% | 17% | -8% | -1% | 6% | -5% | -6%
CCOC(=O)C1CCCN(C(=O)c2cc3c(-c4cccc(OC)c4)nn(C)c3s2)C1 (stereo not given) | 12µM* | 22 | -10% | -9% | 3% | 15%[0.365 µM] | -27% | -39% | x | -10% | -24%
CCN1CCN(C(=O)c2cc(=O)c3cc(C)ccc3o2)CC1 | 12% | 1 | 1% | 5% | 0% | 2% | -1% | -2% | 8% | 5% | -2%

More structures follow.
SMILES | ELG1 DNA repair | TRPV1 ag | NPC1 prom act | Tb PFK inh | FLuc counter | RORg inh | ELG1 genotoxic | BRCA1 expr act | VP16 counter | Rab9 prom act | p53 reactivation
Cc1nc(SCC(C)C)[nH]c(=O)c1Cc1ccccc1 | -16% | 17 | -5% | 1% | 3% | -7% | 0% | -25% | -1% | -2% | -3%
C/C(=N/NC(=O)c1ccc(Br)o1)c1ccc(C)o1 | 8% | -6 | 22% | 2% | -13% | -4% | -1% | -37% | -16% | 14% | 9%
COCCNc1nc(-n2nc(C)cc2C)nc2sc3c(c12)CCCC3 | x | u | x | x | u | 0.56µM* | x | -3% | 3.2µM* | x | x
CCC(C)[C@H](NC(=O)Nc1cccc(OC)c1)C(=O)OC (stereo not given in full) | 4% | 4 | 9% | 0% | 4% | 25% | 1% | 2% | -2% | 4% | 1%
O=c1[nH]c(CSc2nnnn2-c2ccc(Cl)cc2)nc2ccccc12 | -14% | -1 | -3% | 5% | -3% | -36% | 1% | -13% | -6% | 2% | -7%
CC1=NN(c2ccc(C(=O)O)cc2)C(=O)/C1=C\c1ccc(OC(=O)c2cccs2)cc1 | -10% | -4 | -6% | 3% | 24µM* | 11µM* | -1% | 17% | -1% | 1% | -6%
Cn1c(=O)c([N+](=O)[O-])c(Cl)c2ccccc21 | u | 2 | -39%[inhibitor] | -5% | -6% | 10µM* | u | -91%[inhibitor] | 13µM* | -40%[inhibitor] | -14%
O=Cc1ccc(OCC(=O)Nc2ccccc2-c2ccccc2)cc1 | -6% | -1 | -10% | 6% | -2% | -1% | 4% | -10% | -5% | -7% | -1%
CN(C)c1ccc(P(=O)(OCc2ccccc2)C(O)c2ccccc2)cc1 (stereo not given) | -11% | x | -4% | 3% | 0% | 20% | -4% | 14% | 11% | 1% | -1%
